SIAH1 antagonists – blockers of Siah-1 interaction with plectin peptide – biochemical, fluorescence polarization, rhodamine-plectin, uHTS, primary screen (AID 1817) | Siah-1 / rhodamine-plectin peptide fluorescence polarization; higher % means a stronger effect | displacement, % at 20 µM, or IC50 in µM where a hit was titrated | hit rate 0.02% among 290,000;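 active = displacement of at least 50% at 20 µM, with a fluorescence ratio check between 0.3 and a set limit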;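 note: plate controls were Siah plus tracer with DMSO for no effect and tracer alone without Siah for full effect; strong numbers were not always called active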
Salmonella PhoP GFP – inhibitors of PhoP regulon expression, primary screen, Salmonella Typhimurium, GFP reporter (AID 1863). S. Typhimurium PhoP-regulated promoter GFP reporter, 4 h; higher % means a stronger effect. hit rate 0.16% among 300,000. one-dose inhibition, % at 50 µM; IC50 in µM for titrated hits;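 active = inhibition over 29.93%, a cutoff 3 SD above the screen mean, later confirmed by dose response; inconclusive = inhibition over 29.93% but no dose response follow-up; inactive = inhibition at most 29.93% or unconfirmed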;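 note: 0% = low Mg2+ inducing control and 100% = high Mg2+ repressing control; strong numbers were not always called active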
West Nile virus CPE – West Nile virus antiviral activity, cell-based, CPE readout (AID 1621); hit rate 0.02% among 290,000; West Nile virus-infected cells, CPE inhibition; higher % means a stronger effect; one-dose CPE inhibition, % at 10 µM; IC50 in µM for titrated hits; in the data active = a potency from the dose series; inconclusive = CPE inhibition mostly from about 3.7% at the one dose, without a potency; inactive = the rest, 99 in 100 with CPE inhibition below about 2.2%; note: strong numbers were not always called active
* = called active by the depositor; ? = inconclusive. Not all compounds are listed; rates above refer to the full screens.

1: Cc1c(CC(=O)O)c(=O)oc2cc(OCc3ccc(F)cc3F)ccc12
2: Cc1ccc(N2CC(C(=O)Nc3nc4ccc(S(C)(=O)=O)cc4s3)CC2=O)cc1C (stereo not given)
3: CCOc1cc(C(=S)N2CCOCC2)cc(Br)c1OS(=O)(=O)c1ccccc1
4: O=C(NNC(=O)C1CC1)Nc1ccc(Cl)cc1
5: CSc1cccc(NC(=S)N2CCC(c3ccccc3)C2)c1 (stereo not given)
6: Cc1ccc(OCC(=O)NNC(=O)CCc2ccccc2)c(Br)c1
7: CNC(=O)/C(C#N)=C/c1c(N2CCN(c3ccc(OC)cc3)CC2)nc2c(C)cccn2c1=O
8: CCOC(=O)C1(Cc2cccc(OC)c2)CCCN(C(=O)c2ccc(OC)o2)C1 (stereo not given)
9: COc1ccc(C(=O)C2CCCN(Cc3cc(Cl)ccc3O)C2)c(OC)c1 (stereo not given)
10: CCN(C(=O)CN1C(=O)COc2ccc(S(=O)(=O)N3CCCCCC3)cc21)c1cccc(C)c1

Screen / compound no.,1,2,3,4,5,6,7,8,9,10
SIAH1 antagonists,-2%,-6%,0%,2%,0%,-4%,5%,9%,-2%,9%
Salmonella PhoP GFP,-2%,-3%,0%,3%,3%,1%,4%,1%,-2%,0%
West Nile virus CPE,0.0%,-0.7%,-1.6%,0.2%,-1.3%,0.3%,-0.8%,-0.7%,-1.2%,0.2%

11: COc1ccc(Cl)cc1C(=O)NCc1ccc2c(c1)OCO2
12: CCC(=O)Nc1ccc(OCC2CCCO2)cc1 (stereo not given)
13: O=C(c1ccc(S(=O)(=O)N2CCCC2)cc1)N(c1ccc(F)cc1)C1C=CS(=O)(=O)C1 (stereo not given)
14: Cc1cc(C(=O)NC2CCCc3c2cnn3-c2ccc(C(C)(C)C)cc2)n[nH]1 (stereo not given)
15: O=C(NCCc1nnc2ccc(N3CCCCCC3)nn12)c1ccccc1
16: CN(CC(=O)N1CCCCCC1)S(=O)(=O)c1ccccc1
17: O=C(NC(=S)Nc1ccc(NC(=O)c2ccccc2)cc1)c1ccc(F)cc1
18: O=C(O)CNC(=O)c1ccc(NC(=O)/C(=C/c2cccc([N+](=O)[O-])c2)NC(=O)c2ccco2)cc1
19: COc1ccc(-c2nc(SCc3ccc(C#N)cc3)[nH]c(=O)c2C#N)cc1
20: CCC(=O)N1CCN(c2ccc(NC(=S)NC(=O)c3cc4ccccc4o3)cc2)CC1

Screen / compound no.,11,12,13,14,15,16,17,18,19,20
SIAH1 antagonists,0%,5%,1%,1%,-5%,-3%,14%,4%,4%,0%
Salmonella PhoP GFP,7%,9%,4%,3%,-4%,-3%,-7%,2%,0%,1%
West Nile virus CPE,-0.2%,-0.1%,-0.4%,0.1%,-0.5%,-0.7%,-0.3%,0.5%,-0.2%,-1.1%

Exported with tabs: part of the list above
entry	Molecule	SIAH1 antagonists	Salmonella PhoP GFP	West Nile virus CPE
8	CCOC(=O)C1(Cc2cccc(OC)c2)CCCN(C(=O)c2ccc(OC)o2)C1 (stereo not given)	9%	1%	-0.7%
9	COc1ccc(C(=O)C2CCCN(Cc3cc(Cl)ccc3O)C2)c(OC)c1 (stereo not given)	-2%	-2%	-1.2%
10	CCN(C(=O)CN1C(=O)COc2ccc(S(=O)(=O)N3CCCCCC3)cc21)c1cccc(C)c1	9%	0%	0.2%
11	COc1ccc(Cl)cc1C(=O)NCc1ccc2c(c1)OCO2	0%	7%	-0.2%
12	CCC(=O)Nc1ccc(OCC2CCCO2)cc1 (stereo not given)	5%	9%	-0.1%
13	O=C(c1ccc(S(=O)(=O)N2CCCC2)cc1)N(c1ccc(F)cc1)C1C=CS(=O)(=O)C1 (stereo not given)	1%	4%	-0.4%
14	Cc1cc(C(=O)NC2CCCc3c2cnn3-c2ccc(C(C)(C)C)cc2)n[nH]1 (stereo not given)	1%	3%	0.1%
15	O=C(NCCc1nnc2ccc(N3CCCCCC3)nn12)c1ccccc1	-5%	-4%	-0.5%
16	CN(CC(=O)N1CCCCCC1)S(=O)(=O)c1ccccc1	-3%	-3%	-0.7%
17	O=C(NC(=S)Nc1ccc(NC(=O)c2ccccc2)cc1)c1ccc(F)cc1	14%	-7%	-0.3%
18	O=C(O)CNC(=O)c1ccc(NC(=O)/C(=C/c2cccc([N+](=O)[O-])c2)NC(=O)c2ccco2)cc1	4%	2%	0.5%

Other entries follow.
21: COc1ccc(NC(=O)NNC(=O)COc2ccc3ccccc3c2)cc1
22: Cc1ccc(-c2cc3ccccc3nc2N)cc1
23: COC(=O)c1c(NC(=O)c2ccco2)sc2c1CCN(C(C)C)C2
24: COc1cc(S(=O)(=O)N2CCN=C2c2ccccc2)c(OC)cc1Cl
25: N#Cc1c(N)c2ccccn2c1C(=O)c1ccc(Br)cc1
26: COc1ccc(C)cc1NC(=O)CNC(=O)[C@@H]1Cc2ccccc2CN1
27: Cc1ccc(NC(=O)c2cccnc2)c([N+](=O)[O-])c1
28: COc1ccc(CC(=O)NNS(=O)(=O)c2ccccc2[N+](=O)[O-])cc1OC
29: CCC/C(O)=C1\C(=O)CC(C)(C)CC1=Nc1cccc([N+](=O)[O-])c1
30: CCOc1ccc(N2C(=O)CC(NC3CCN(C(=O)c4cccs4)CC3)C2=O)cc1 (stereo not given)

Screen / compound no.,21,22,23,24,25,26,27,28,29,30
SIAH1 antagonists,6%,-3%,-6%,-3%,-2%,-2%,0%,3%,7%,0%
Salmonella PhoP GFP,-3%,6%,4%,9%,-5%,12%,4%,-2%,-2%,8%
West Nile virus CPE,0.5%,-1.3%,0.3%,-0.6%,0.0%,0.1%,-0.7%,0.3%,-1.2%,0.3%

31: O=c1c2[nH]cnc2n(-c2ccccc2)c(=O)n1Cc1ccccc1
32: CN1CCN(C(=O)CSc2nnc(COc3ccccc3)o2)CC1
33: Cc1ccc(S(=O)(=O)CC(=O)Nc2ncc([N+](=O)[O-])s2)cc1
34: CC(NC(=O)Nc1ccc(F)cc1)c1ccc2c(c1)OCO2 (stereo not given)
35: CCOC(=O)C(=O)Nc1nc(-c2ccc3c(c2)CCN3C(=O)C2CC2)c(C)s1
36: COc1ccccc1CC(=O)NNS(=O)(=O)c1cccc([N+](=O)[O-])c1
37: COc1ccc(C(OC(=O)c2ccco2)C(=O)NC2CCCC2)cc1 (stereo not given)
38: N#Cc1ccccc1OCCn1cncn1
39: COc1ccc(NC2CCCN(C(=O)c3ccc(OC)o3)C2)cc1 (stereo not given)
40: CCn1c(SCCN2CCOCC2)nc2c1c(=O)n(C)c(=O)n2C

Screen / compound no.,31,32,33,34,35,36,37,38,39,40
SIAH1 antagonists,1%,4%,3%,0%,-5%,-3%,2%,12%,-2%,9%
Salmonella PhoP GFP,-5%,3%,-1%,-5%,5%,1%,6%,3%,-4%,-3%
West Nile virus CPE,1.1%,-0.2%,1.1%,-0.3%,0.4%,-0.3%,-0.4%,-0.1%,2.3%,-0.5%

41: O=C(Cc1ccc(Cl)cc1)NC(=S)Nc1ccccc1O
42: CCC(C)(C)NC(=O)CN(C(=O)C(=O)Nc1ccc2c(c1)OCCO2)N1CCOCC1
43: O=C(COC(=O)c1ccc(Cl)cc1[N+](=O)[O-])NC(=O)c1ccccc1
44: CCS(=O)(=O)N1CCC(c2nc3ccccc3[nH]2)CC1
45: CN(CC(=O)NC1CC1)S(=O)(=O)c1cc(Cl)ccc1Cl
46: CCC(C(=O)OC)n1cnc2c(oc3ccccc32)c1=O (stereo not given)
47: COc1ccc(C(=O)N2CCN(c3ccccc3)CC2)cc1S(=O)(=O)N1CCOCC1
48: COc1ccc(CCN=C(C)c2cc(C)c(C)cc2O)cc1OC
49: COC(=O)CNc1cc(S(=O)(=O)N2CCCCC2)ccc1Oc1ccc(C(=O)OC)cc1
50: CC(C)n1c(/N=C/c2ccccc2O)nc2ccccc21

Screen / compound no.,41,42,43,44,45,46,47,48,49,50
SIAH1 antagonists,5%,0%,-4%,2%,2%,0%,7%,1%,1%,13%
Salmonella PhoP GFP,-2%,-9%,-3%,12%,-4%,-8%,0%,-2%,1%,3%
West Nile virus CPE,-0.5%,-0.1%,-0.4%,-0.3%,0.1%,0.1%,-0.6%,0.2%,0.0%,-0.3%

51: CCCNC(=O)c1cc(-c2ccc3c(c2)OCO3)on1
52: OCCC#Cc1ccc(CN2CCN(CCc3ccccc3)C(CCO)C2)cc1 (stereo not given)
53: O=C(CS(=O)(=O)c1ccccc1)Nc1nnc(C(F)(F)F)s1
54: CCCN(CC(=O)Nc1ccc(Cl)cc1Cl)C(=O)c1ccc(=O)[nH]c1
55: O=C1/C(=C/c2ccc(Cl)cc2)SC(=S)N1CCC(=O)N1CCCCC1CCO (stereo not given)
56: C/C(=N\NC(=O)COc1cccc2ccccc12)c1cccs1
57: CCn1cc(S(=O)(=O)NCCc2ccc(F)cc2)cn1
58: O=C(CN1CCN(CC(=O)Nc2cccc(F)c2)CC1)Nc1ccc(-c2ccccc2)cc1
59: CCOC(=O)C1=C(C)N=c2s/c(=C\c3ccc(C(=O)O)cc3)c(=O)n2C1c1ccc(F)cc1 (stereo not given)
60: Cc1ccccc1CC(=O)NC1CCN(Cc2ccccc2)CC1

Screen / compound no.,51,52,53,54,55,56,57,58,59,60
SIAH1 antagonists,1%,-1%,-5%,8%,2%,0%,0%,2%,6%,-2%
Salmonella PhoP GFP,-5%,-3%,1%,-6%,-16%,-4%,-4%,-3%,14%,6%
West Nile virus CPE,0.2%,-0.7%,0.3%,-0.6%,?,-0.6%,0.1%,-0.4%,-0.7%,0.4%

61: NC(=O)CC(NC(=O)c1cccc(Br)c1)c1ccc(NCC2CC2)c([N+](=O)[O-])c1 (stereo not given)
62: CC(=O)/C=C\c1ccccc1OC(=O)c1cc2ccccc2oc1=O
63: Cc1ccn(CCC(=O)Nc2ccc3c(c2)OCO3)n1
64: C=CCOC(=O)C1=C(C)NC(=O)NC1c1cc(Cl)cc(Cl)c1OC (stereo not given)
65: CCCCn1c(=O)[nH]c(=O)c2c1nc(CN(C)Cc1cccc(OC)c1OC)n2CCC
66: O=C(Nc1ccc(F)cc1)c1cc2ccccc2o1
67: CCCCNC(=O)CCc1nc2cccnc2n1Cc1ccccc1
68: C=CCOc1c(Br)cc(/C=C2\SC(=Nc3ccccc3)NC2=O)cc1OC
69: Cc1cc(SCc2ccccc2F)nc(=O)[nH]1
70: COC(=O)c1c(NC(=O)C(=O)NCC2CCCO2)sc2c1CC(C)(C)OC2 (stereo not given)

Screen / compound no.,61,62,63,64,65,66,67,68,69,70
SIAH1 antagonists,1%,0%,4%,8%,11%,-5%,-6%,1%,6%,4%
Salmonella PhoP GFP,6%,-3%,-2%,-3%,14%,7%,-3%,10%,-2%,4%
West Nile virus CPE,-0.4%,1.4%,0.6%,-2.0%,0.5%,-0.6%,-1.0%,-1.1%,-0.5%,0.8%

71: CCOC(=O)C1=C(CS(=O)(=O)c2ccc(F)cc2)NC(=O)NC1c1cc(OC)c(O)c(OC)c1 (stereo not given)
72: O=C(COc1ccc2ccccc2c1Br)N1CCCCC1
73: CC(=O)NCc1ccc(S(=O)(=O)N2CCCN(C)CC2)cc1
74: Cc1ccc(CCN2CC(C(=O)NCCCN3CCC(C)CC3)CC2=O)cc1 (stereo not given)
75: Cc1ccc(C(=O)COC(=O)COc2ccc(C)c(C)c2)cc1
76: CC(=O)Nc1ccc(NC(=O)c2c(-c3ccccc3Cl)noc2C)cc1
77: O=C(/C=C/c1ccccc1[N+](=O)[O-])Oc1ccccc1
78: CC(C)Cc1nnc(NC(=O)CCC(=O)N2CCN(c3ccc(F)cc3)CC2)s1
79: O=C(CN(Cc1ccccc1Cl)C(=O)CNS(=O)(=O)c1ccccc1)NCC1CCCO1 (stereo not given)
80: COC(=O)c1ccc(Nc2nc3ccc(C)cc3n3cnnc23)cc1
81: CCc1ccc(NC(=O)Nn2cnnc2)cc1
82: COc1ccc(Cl)cc1S(=O)(=O)N1CCCC(C(=O)NCc2ccccc2)C1 (stereo not given)
83: Cc1cccc(NC(=S)N2CCN(S(C)(=O)=O)CC2)c1

Screen / compound no.,71,72,73,74,75,76,77,78,79,80,81,82,83
SIAH1 antagonists,1%,-3%,-3%,-6%,5%,-6%,6%,-2%,6%,5%,0%,-3%,-2%
Salmonella PhoP GFP,-6%,-3%,3%,0%,-5%,-2%,3%,-2%,6%,-3%,5%,-1%,4%
West Nile virus CPE,0.1%,-0.7%,-0.6%,0.0%,0.0%,-0.4%,-0.5%,-0.5%,-0.5%,-0.4%,-0.3%,-0.1%,-0.4%

Whole records, looked up by structure. Values in the order: SIAH1 antagonists | Salmonella PhoP GFP | West Nile virus CPE
Listed for CCCCn1c(=O)[nH]c(=O)c2c1nc(CN(C)Cc1cccc(OC)c1OC)n2CCC = 11% | 14% | 0.5%
Listed for CCCCNC(=O)CCc1nc2cccnc2n1Cc1ccccc1 = -6% | -3% | -1.0%

High-throughput results from PubChem.
